Compound activity (PubChem BioAssay)
KKLEB tox: cytotoxicity in KKLEB CF airway cells, primary screen, cytotoxicity control for CF NF-kB inhibitor project, cell-based, uHTS, fluorescence assay plates | KKLEB CF airway cells viability, ATPlite luminescence, overnight; active compounds read low; cells stimulated with P. aeruginosa culture filtrate | activity change (cytotoxicity), % at 5 µM | actives 0.36% (n = 360,000);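 active means corrected activity change at or below -50% at 5 µM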
NR2E3 ag-1: inhibitors of NR2E3-RetCOR corepressor binding, primary screen, NR2E3 agonist project, biochemical, TR-FRET, GST-NR2E3, biotin-RetCOR. Photoreceptor-specific nuclear receptor (Homo sapiens), Q9Y5X4. 1536-well. inhibition of corepressor binding, % at 4.78 µM. actives 0.12% (n = 320,000). AID 2300, 2010;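 active means percent inhibition above the cutoff of mean plus 3 SD of all tested compounds, set per screening campaign, cut at about 20% in these data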;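 further: 0% = DMSO wells and 100% = biotin wells as full block of FRET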
Target sequence (Q9Y5X4 whole entry, looked up): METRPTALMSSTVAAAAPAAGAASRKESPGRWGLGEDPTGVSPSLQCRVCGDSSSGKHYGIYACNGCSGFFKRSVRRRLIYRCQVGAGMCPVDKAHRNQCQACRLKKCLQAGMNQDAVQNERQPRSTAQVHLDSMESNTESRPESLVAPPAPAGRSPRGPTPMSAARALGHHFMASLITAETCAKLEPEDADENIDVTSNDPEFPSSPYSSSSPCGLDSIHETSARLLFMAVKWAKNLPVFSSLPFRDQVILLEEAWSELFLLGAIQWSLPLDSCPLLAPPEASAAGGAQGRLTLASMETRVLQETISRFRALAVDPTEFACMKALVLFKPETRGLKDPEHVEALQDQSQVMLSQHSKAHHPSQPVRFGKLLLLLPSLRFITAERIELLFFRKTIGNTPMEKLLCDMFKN
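Material: NR2E3–RetCOR corepressor complex / Incubation: Compound–protein incubation for 5 h at 4 °C / Dosing: compound at 4.8 µM, single dose / Detection: time-resolved FRET / Benchmarks: high control biotin, low control 0.6% DMSO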
MITF TRPM1 inh: inhibitors of MITF-dependent TRPM1 promoter reporter, primary screen, cell-based, SK-MEL-5, single point, luciferase; SK-MEL-5 TRPM1 promoter luciferase, 24 h; inhibition, % at 12.5 µM; actives 0.83% (n = 330,000);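 active means mean inhibition across replicates of 60% or more, whatever share of single replicates reaches that level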; further: values of inactives mirror those of a sister screen read the other way
Vif imaging: HIV Vif self-association inhibitors, primary screen, imaging, HEK293T, single point. HEK293T cells, Vif self-association by quenched fluorescence, 24 h. inhibition, % at 7.49 µM. actives 0.35% (n = 340,000). AID 602346, 2012; in the data active means inhibition above about 50%, passing the limit was not always enough; further: some results filed as inactive read as strong as hits
PDI turbidity: inhibitors of human PDI, primary screen, biochemical, turbidity, single point, plate reader | Protein disulfide-isomerase (Homo sapiens), P07237 | PDI insulin aggregation turbidity, A650, 90 min | inhibition, % at 10 µM | actives 0.052% (n = 350,000) | AID 588391, 2011;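 active means mean inhibition across replicates of 30% or more, whatever share of single replicates reach that level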;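 further: absorbance from insulin aggregation driven by PDI reduction with DTT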
Target sequence (P07237 whole entry, looked up): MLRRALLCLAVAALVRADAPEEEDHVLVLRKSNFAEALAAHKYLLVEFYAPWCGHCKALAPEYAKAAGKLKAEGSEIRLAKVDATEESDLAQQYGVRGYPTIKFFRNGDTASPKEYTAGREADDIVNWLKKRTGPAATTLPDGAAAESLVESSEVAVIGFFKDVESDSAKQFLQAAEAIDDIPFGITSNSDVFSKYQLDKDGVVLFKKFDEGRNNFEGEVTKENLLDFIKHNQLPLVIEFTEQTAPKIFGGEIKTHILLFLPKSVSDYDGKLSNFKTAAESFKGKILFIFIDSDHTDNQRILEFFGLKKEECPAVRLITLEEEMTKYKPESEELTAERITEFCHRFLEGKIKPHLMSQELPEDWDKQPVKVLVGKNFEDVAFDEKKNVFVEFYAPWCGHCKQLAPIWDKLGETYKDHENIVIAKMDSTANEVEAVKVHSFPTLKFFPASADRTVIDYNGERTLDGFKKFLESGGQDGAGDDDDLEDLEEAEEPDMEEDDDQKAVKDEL
Peg3 prom inh: Peg3 promoter-driven luciferase inhibitors, primary screen, cell-based, HeLa, luciferase luminescence. inhibition, % at 20 µM. actives 1.7% (n = 360,000). HeLa PEG-Prom luciferase reporter, overnight;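 active means inhibition of at least 50% at 20 µM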
NR2E3 ag-2: NR2E3 agonists in two-hybrid cells, primary screen, cell-based, luminescence, CHO-S, Gal4-NCOR/VP16-NR2E3 | AID 602229, 2012 | luciferase | inhibition of corepressor binding, % at 3.98 µM | actives 0.35% (n = 360,000);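 active means inhibition above the mean of all tested compounds plus 3 SD, cut at about 70% in these data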;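 further: 0% = DMSO with NR2E3 transfected cells and 100% = cells lacking NR2E3 construct; higher means lower luciferase signal from less NR2E3 corepressor binding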
CaV13 FRET inh: Disruptors of the CACNA1D IQ motif to Ca2+-dependent inactivation inhibitor domain association, primary screening, Förster resonance energy transfer in intact living … | HEK cells, CFP/YFP FRET ICDI-IQ, plate reader, 10 min; percent FRET-ratio fall versus neutral wells | AID 743397 | inhibition, % at 12.3 µM | actives 0.098% (n = 340,000);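 active means mean replicate inhibition of at least 30% and at least 1% of replicates passing that level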;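 further: 0% = median of the neutral control wells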
HIF-2a inh: HIF-2a reporter inhibitors, primary screen, luminescence, 786-0 RCC cells; 786-0 RCC cells HIF-2a reporter, luciferase luminescence, overnight; actives 0.72% (n = 360,000); inhibition, % at 18.8 µM;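 active means inhibition of the luminescence signal of 40% or more relative to plate controls, in a single-dose primary screen at 18.75 µM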
CF NFkB block: inhibitors of PAF-induced NF-kB signaling, primary screen, cell-based, GFP fluorescence, uHTS | KKLEB NF-kB-GFP reporter, GFP fluorescence overnight | actives 0.86% (n = 360,000) | AID 588850, 2011 | inhibition, % at 5 µM;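 active means at least 50% inhibition at 5 µM, scaled per plate between neutral and stimulator controls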;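 further: PAF is a Pseudomonas aeruginosa culture filtrate used as stimulus; plate controls were PAF-stimulated DMSO wells for no effect and unstimulated DMSO wells for full effect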
Shn3 3UTR inh: reduction of Shn3 3'UTR firefly luciferase signal, primary screen, Schnurri-3 inhibitor project, cell-based, Clone20 osteoblasts, set 2. Clone20 osteoblast Shn3 3'UTR firefly luciferase, 24 h. inhibition, % at 12.5 µM. actives 0.52% (n = 360,000);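 active means mean inhibition of at least 75% with every replicate also reaching 75%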;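 further: 0% = median of neutral control wells and 100% = pilot-screen positive control compound; some compounds past the cut are filed as inactive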
* marks the source's active call; other numbers are inactive results; · = no result given.

SMILES	KKLEB tox	NR2E3 ag-1	MITF TRPM1 inh	Vif imaging	PDI turbidity	Peg3 prom inh	NR2E3 ag-2	CaV13 FRET inh	HIF-2a inh	CF NFkB block	Shn3 3UTR inh
COc1ccc(OC)c(NC(=O)c2sc3nc(Cc4ccccc4)cc(C(F)(F)F)c3c2N)c1	-24.4	1.4	2.8	9.1	-7.4	6.7	-12.2	-9.2	12.2	10.4	-8.9
Cc1ccc(C(=O)NC(=S)NCCCN2CCOCC2)cc1	1.2	1.4	-9.9	-4.7	1.0	-38.0	-25.1	-0.6	-71.0	11.9	-2.9
COc1ccccc1-n1c(SCC(=O)Nc2ccc(Cl)cc2)nc(O)c(Cc2ccccc2)c1=O	2.4	·	·	6.1	2.4	7.3	12.2	-5.1	2.0	-25.8	-5.3
CC1(c2ccc3c(c2)OCCO3)NC(=O)N(CC(=O)Nc2ccccc2F)C1=O (configuration not stated)	5.6	·	-2.0	0.6	-2.6	-1.3	11.1	-4.0	4.2	-24.9	7.8
CCOC(=O)n1c(SCC(N)=O)nc2ccccc21	-0.4	3.3	4.1	-8.7	-1.8	1.6	-1.2	-4.5	18.3	-4.3	-9.6
Cc1cc(Cl)ccc1NC(=O)C1CCCN1C(=O)c1cccs1 (configuration not stated)	-14.5	6.8	2.0	-0.9	-4.7	15.3	-5.7	4.0	9.5	-1.1	9.6
CC(C)c1ccc(/C=C2\SC(=S)N(CCC(=O)NCCCn3ccnc3)C2=O)cc1	-16.0	2.4	-25.1	8.4	2.3	-277.1	-6.0	-2.5	-25.5	8.4	-1.0
O=C(Nc1ncc(Cc2ccc(SC(F)F)cc2)s1)c1ccccc1	-19.3	-4.3	-6.9	-7.0	-5.8	-209.8	-113.8	-5.6	-151.6	21.8	1.8
O=C(NCc1ccco1)c1[nH]c(C(F)(F)F)nc1-c1ccccc1	-3.5	·	·	2.4	·	10.0	-0.3	-3.9	18.7	-14.1	17.4
Cc1cccc(OCC(=O)N2CCCc3ccccc32)c1	6.1	-3.2	-5.3	1.6	1.7	-7.7	-17.3	-5.9	1.8	3.7	-5.6
Cc1cc(C(=O)Nc2ccccc2C(=O)O)ccc1NC(=O)COc1cccc([N+](=O)[O-])c1	7.1	-1.8	10.8	18.0	-2.7	-8.5	-9.3	-4.6	7.6	-2.1	-6.1
S=c1[nH]nc(-c2ccc3c(c2)OCO3)n1-c1ccccc1	-12.2	1.5	6.6	-1.9	8.1	6.6	27.5	-2.3	10.3	13.5	-14.1
COc1ccccc1C(=O)Nn1c(-c2cccs2)nc2ccccc2c1=O	6.7	1.7	10.0	-1.5	-6.9	11.7	13.2	-3.7	2.8	-26.3	3.2
Cc1ccc2cc(C)c(NCCO)nc2c1	-8.7	4.4	2.1	-9.6	-10.7	-16.7	-4.4	·	2.0	5.7	1.9
CCOc1ccc(NCc2cccn2-c2nnc(N3CCC(C(=O)NCCCN4CCCCC4CC)CC3)s2)cc1 (configuration not stated)	-0.7	-3.8	25.8	-2.2	-3.1	44.1	-15.2	-4.5	1.3	10.3	-26.0
Cc1ccnc(NS(=O)(=O)c2cccc3nsnc23)c1	-6.8	2.5	0.7	1.6	3.3	5.0	1.8	-5.2	3.6	3.6	9.4
COc1ccc(C(C(=O)NC(C)(C)C)N(CCC(C)C)C(=O)CCC(=O)Nc2cc(C)on2)cc1 (configuration not stated)	7.6	2.7	-2.2	0.8	-2.2	25.2	-3.1	-4.4	6.3	6.0	3.8
O=C(O)CCC(=O)Nc1nc2ccc([N+](=O)[O-])cc2s1	0.4	-4.8	10.2	-2.4	3.3	13.7	-3.0	-4.6	17.0	4.1	-4.2
CCCCN(C)CCNC(=O)CSCc1ccc(C)cc1	8.3	-3.2	-7.8	4.7	2.5	9.0	-3.6	-4.4	11.4	20.4	4.6
CCOC(=O)/C(=N\Nc1ccccc1[N+](=O)[O-])c1csc(Nc2ccccc2)n1	-9.8	1.5	-14.3	3.6	-0.3	20.3	-18.0	-4.6	-46.5	-6.9	-8.0
CSCCC1NC(=O)N(CC(=O)Nc2cccc3ccccc23)C1=O (configuration not stated)	3.3	3.3	5.9	-2.2	-1.5	6.5	3.4	-4.7	4.8	-12.3	8.2
COc1cccc(C(=O)NCCC(=O)NCc2cc(=O)n(C)c(=O)n2C)c1	3.2	0.8	3.4	9.7	-2.2	-2.8	8.6	-12.8	6.0	3.7	-3.0
O=C1NC(N2CCOCC2)=N/C1=C/c1ccc2c(c1)OCO2	8.2	-2.7	1.9	2.2	7.5	4.8	-34.4	1.2	5.9	-4.0	-15.7
O=S(=O)(c1cccc(Cl)c1Cl)N1CCCCC1	2.5	5.6	3.3	-5.2	-0.8	23.9	-4.8	-1.9	11.5	2.2	-10.2
Cc1cc(-c2nc3cccnc3s2)ccc1NS(=O)(=O)c1ccc2c(c1)OCCO2	-26.5	2.9	·	17.4	·	-17.0	2.3	-3.7	-41.9	32.1	1.0
O=C1c2ccccc2C(Nc2ccc(S(=O)(=O)N3CCOCC3)cc2)N1c1cccnc1 (configuration not stated)	14.9	-0.3	·	-1.9	·	1.8	-38.8	-6.9	17.1	-22.8	8.0
c1nnc(-c2ccc3c(c2)OCO3)o1	8.1	-0.5	-3.6	1.9	-2.4	8.4	-21.7	-2.2	0.1	-9.0	-17.7
COc1ccc(/C=C2/N=C(SCC(=O)Nc3cc(C)on3)N(c3ccccc3)C2=O)cc1	-39.8	-2.0	13.6	6.7	4.4	3.7	-0.3	-9.1	14.6	35.5	0.1
COc1cc(NC(=O)CN(c2ccc(C)cc2)S(=O)(=O)c2c(C)nn(C)c2C)cc(OC)c1	-3.1	3.0	1.4	-16.8	0.3	30.3	20.2	-5.6	4.6	1.9	4.1
CCCCSc1nnc([C@H](C)NC(=O)OC(C)(C)C)o1	3.6	0.4	21.2	-6.9	6.3	2.6	-8.8	-3.2	8.5	-6.3	-1.8
Cc1c(NC(=O)C(C)OC(=O)c2ccc(Cl)nc2)c(=O)n(-c2ccccc2)n1C (configuration not stated)	-8.0	0.3	4.8	-6.4	-17.0	1.9	-26.2	-14.6	1.5	-14.7	1.5
Cc1cccc(C)c1-n1nnnc1C1(Nc2ccccc2)CCCCC1	1.0	0.9	11.0	4.6	0.4	26.9	-9.2	-6.9	17.1	1.4	20.7
O=C(CCc1nnc2ccc(N3CCC4(CC3)OCCO4)nn12)NCc1ccc(F)cc1	-11.7	1.2	-5.4	-1.0	-1.0	-8.5	-16.1	-3.6	12.6	23.9	-5.1
CCCCNC(=O)N1CCN(c2ncccn2)CC1	10.2	1.7	-3.7	7.4	-2.8	-7.1	-6.2	2.6	15.8	-1.2	-18.3
Cc1cccc(NC(=O)CNC(=O)[C@H]2O[C@@H](n3cnc4c(N)ncnc43)[C@H](O)[C@@H]2O)c1C	-11.5	·	·	2.5	·	11.4	0.1	-6.1	8.8	-0.7	0.0
COCOc1cccc(CN2CCC2(C)C(=O)Nc2ccc(OC)c(OC)c2)c1 (configuration not stated)	0.2	·	·	-4.1	-6.2	4.1	-20.1	-4.9	0.0	6.1	2.4
O=C1CS/C(=C\S(=O)(=O)c2ccc(Cl)cc2)N1	0.1	1.5	4.5	10.9	-2.9	-4.9	-14.4	-4.8	13.5	-1.1	-10.2
COCc1nc2c([nH]1)c(=O)n(C)c(=O)n2CC(C)C	2.9	-0.2	-8.9	-11.1	-7.2	1.7	-4.0	-4.7	7.4	-2.2	18.9
COCCn1c(=NC(=O)c2ccc(S(=O)(=O)N3CCCc4ccccc43)cc2)sc2cc(S(C)(=O)=O)ccc21	-6.0	-0.5	3.7	4.6	-7.0	12.5	-12.0	-6.0	13.0	6.4	0.0
O=c1c2c(-c3ccccc3)csc2ncn1/N=C/c1cccc([N+](=O)[O-])c1O	20.9	0.6	4.1	-10.5	-4.4	-2.0	-4.5	-4.5	19.4	5.3	-6.9

In another format: entries from further up
| smiles | KKLEB tox | NR2E3 ag-1 | MITF TRPM1 inh | Vif imaging | PDI turbidity | Peg3 prom inh | NR2E3 ag-2 | CaV13 FRET inh | HIF-2a inh | CF NFkB block | Shn3 3UTR inh |
| --- | --- | --- | --- | --- | --- | --- | --- | --- | --- | --- | --- |
| O=C1c2ccccc2C(Nc2ccc(S(=O)(=O)N3CCOCC3)cc2)N1c1cccnc1 (configuration not stated) | 14.9 | -0.3 | · | -1.9 | · | 1.8 | -38.8 | -6.9 | 17.1 | -22.8 | 8.0 |
| c1nnc(-c2ccc3c(c2)OCO3)o1 | 8.1 | -0.5 | -3.6 | 1.9 | -2.4 | 8.4 | -21.7 | -2.2 | 0.1 | -9.0 | -17.7 |
| COc1ccc(/C=C2/N=C(SCC(=O)Nc3cc(C)on3)N(c3ccccc3)C2=O)cc1 | -39.8 | -2.0 | 13.6 | 6.7 | 4.4 | 3.7 | -0.3 | -9.1 | 14.6 | 35.5 | 0.1 |

Next results follow:
SMILES	KKLEB tox	NR2E3 ag-1	MITF TRPM1 inh	Vif imaging	PDI turbidity	Peg3 prom inh	NR2E3 ag-2	CaV13 FRET inh	HIF-2a inh	CF NFkB block	Shn3 3UTR inh
O=C(/N=C1\NC(=O)C(F)(C(F)(F)F)S1)NC1CCCCC1 (configuration not stated)	2.2	1.9	-0.1	-4.6	-20.2	-23.6	12.1	-3.9	-1.3	-4.0	8.9
O=c1c2cc(NC(=S)NC3CCCC3)ccc2nc2n1CCCCC2	1.9	-0.3	-20.8	-2.7	1.0	-66.0	-27.0	-1.9	-74.7	-13.7	-19.4
COC(=O)c1c(NC(=O)CSc2nnnn2-c2ccccc2)sc2c1CCC(C)C2 (configuration not stated)	-6.9	1.2	2.3	3.4	-4.4	25.3	-1.4	-9.3	-4.7	11.2	-33.3
O=C(O)C1=C[C@H](C2CC2)C[C@H](OCCCCO)O1	1.5	5.3	-4.6	-0.9	-1.1	6.8	-21.2	-8.8	4.7	-11.9	-8.0
CNc1nc2ccccc2n1CC(=O)c1ccccc1	0.5	·	-20.5	-5.8	-2.7	-61.7	-76.0	-4.8	-114.7	5.0	-34.4
CCC1(C)Cc2c(sc3nc4n(c(=O)c23)CCCS4)CO1 (configuration not stated)	-0.5	0.9	-21.4	·	-2.4	-22.2	-1.2	-5.3	-33.9	4.0	·
CCOc1ccc2nc(N3C(=O)/C(=C/c4ccccc4)NC3=S)sc2c1	9.8	-1.5	-29.2	3.8	-0.3	-183.0	-127.9	-2.2	-201.8	-19.8	-51.0
